EBV gp42 block: Epstein-Barr virus gp42 inhibitors, primary screen, biochemical, uHTS, fluorescence polarization | Glycoprotein 42 (Epstein-Barr virus (strain AG876)), Q1HVG2 | Fluorescence polarization binding assay, mP read-out | inhibition, % (tested at 21.74 µM) | hit rate 0.42% among 220,000; in the data active = inhibition above about 50%
Target sequence (Q1HVG2 whole entry, looked up): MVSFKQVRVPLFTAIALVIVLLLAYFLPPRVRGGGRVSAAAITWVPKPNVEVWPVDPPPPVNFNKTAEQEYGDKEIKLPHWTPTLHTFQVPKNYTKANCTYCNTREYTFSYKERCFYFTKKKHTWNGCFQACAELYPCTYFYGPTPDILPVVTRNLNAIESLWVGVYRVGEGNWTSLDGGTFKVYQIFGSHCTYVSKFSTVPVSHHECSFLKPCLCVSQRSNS
Runt-SMMHC FRET: inhibitors of RUNX1 Runt–CBFb-SMMHC binding, primary screen, biochemical, FRET, Cerulean-Runt, Venus-CBFb-SMMHC, uHTS. Cerulean-Runt/Venus-CBFb-SMMHC FRET ratio 530/480, 1 h. inhibition, % at 20 µM. hit rate 0.74% among 220,000. AID 1434, 2008;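 active = mean inhibition across duplicate retests at 20 µM reaching about 50%, limit read from the data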;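 note: 0% = DMSO wells and 100% = wells with excess untagged CBFb-SMMHC; inhibitors lower the FRET ratio by blocking Runt binding to CBFb-SMMHC; some results filed as inactive read as strong as hits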
NCF1 inh: p47phox/p22phox peptide binding inhibitors, primary screen, biochemical, uHTS, NADPH oxidase regulatory subunit; Neutrophil cytosol factor 1 (Homo sapiens), P14598; fluorescence polarization, 2 h; inhibition, % at 24.7 µM; hit rate 0.53% among 220,000; AID 1274, 2008;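 active = inhibition above about 30%, limit read from the data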;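 note: 0% = p47phox with labelled peptide and 100% = labelled peptide alone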
TbHK1 inh: Trypanosoma brucei hexokinase 1 inhibitors, primary screen, biochemical, G6PDH-coupled NADH absorbance, MLSCN library. recombinant TbHK1, G6PDH-coupled NADH A340. hit rate 0.11% among 220,000. inhibition, % at 10 µM. AID 1430, 2008;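 active = inhibition of 50% or more in the single-dose primary screen; inactive = inhibition below 50%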
zVAD death inh: inhibitors of zVAD-triggered necroptosis, primary screen, L929 cells. L929 zVAD necroptosis rescue, ATP luminescence, 24 h; with zVAD 60 µM. viability rescue, % at 10 µM. hit rate 0.38% among 220,000. AID 1377, 2008;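 active = activation, scaled between plate controls, above about 75%, limit read from the data; inactive = activation under that limit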;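 note: 0% = zVAD with DMSO and 100% = DMSO alone without zVAD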
Hck Nef HTS: inhibitors of Nef-activated human Hck kinase, primary screen, biochemical, Z-Lyte FRET, 384-well, Hck-YEEI; AID 463187, 2010; Tyrosine-protein kinase HCK (Homo sapiens), P08631; inhibition, % at 20 µM; hit rate 0.68% among 220,000; Recombinant Hck-YEEI plus Nef, Z-Lyte FRET kinase assay;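 active = Hck-Nef kinase inhibition above about 50%, limit read from the data; inactive = inhibition below that limit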;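 note: 0% = DMSO with Hck plus Nef and 100% = Hck alone without Nef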
Target sequence (P08631 whole entry, looked up): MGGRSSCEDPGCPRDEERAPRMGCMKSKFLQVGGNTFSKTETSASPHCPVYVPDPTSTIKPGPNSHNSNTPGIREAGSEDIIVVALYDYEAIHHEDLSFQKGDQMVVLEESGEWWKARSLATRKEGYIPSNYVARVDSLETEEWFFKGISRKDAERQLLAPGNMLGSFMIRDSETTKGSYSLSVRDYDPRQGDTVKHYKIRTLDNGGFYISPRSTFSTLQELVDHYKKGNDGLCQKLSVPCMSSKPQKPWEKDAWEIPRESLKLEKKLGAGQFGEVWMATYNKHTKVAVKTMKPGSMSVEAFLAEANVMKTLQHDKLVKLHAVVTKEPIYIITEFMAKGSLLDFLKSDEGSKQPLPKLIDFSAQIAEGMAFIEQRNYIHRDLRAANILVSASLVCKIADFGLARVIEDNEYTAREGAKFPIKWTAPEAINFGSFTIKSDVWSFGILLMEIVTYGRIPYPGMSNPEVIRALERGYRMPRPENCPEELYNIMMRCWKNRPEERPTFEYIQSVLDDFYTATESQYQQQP
Runt-CBFb FRET: inhibitors of RUNX1 Runt–CBFb binding, primary screen, biochemical, FRET, Cerulean-Runt, Venus-CBFb, uHTS; inhibition, % at 20 µM; Runt-related transcription factor 1 (Homo sapiens) + Core-binding factor subunit beta …; AID 1496, 2009; Cerulean-Runt/Venus-CBFb FRET ratio 530/480, 1 h; hit rate 0.46% among 220,000;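 active = inhibition over about 50% at 20 µM in the single-dose screen, limit read from the data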;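 note: 0% = DMSO wells and 100% = excess unlabeled CBFb competitor control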
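Buffer or medium: Tris pH 7.5 buffer with BSA. Assay system: Cerulean-labeled Runt domain protein. Amount: each fluorescent fusion protein 100 nM. Read-out basis: loss of energy transfer signal. Incubation: 1 h compound exposure, room temperature. Probe or stimulus: Venus-CBFb binding partner, 100 nM. Detection: FRET, excitation 422 nm, emission at 530 and 480 nm.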
Mdm2 ligase inh: MDM2-luciferase reporter signal enhancers, primary screen, MDM2 E3 ligase inhibitor project, cell-based, luminescence, 1536-well; E3 ubiquitin-protein ligase Mdm2 (Homo sapiens), Q00987; cell-based MDM2 ubiquitination luciferase reporter, 2 h; 0 = plate control, 100 = twice control, blank-subtracted; signal enhancement, % at 5 µM; hit rate 0.11% among 210,000;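 active = signal enhancement of 30% or more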;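 note: luminescence tracks abundance of the self-degrading MDM2-luciferase fusion protein; higher signal means inhibition of MDM2 E3 ligase activity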
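Material: Stable MDM2–luciferase fusion reporter cells | Amount: 2000 cells seeded into each well | Dosing: One concentration, 5 µM, with 0.2% DMSO | Incubation: 4 h cell settling then 2 h compound exposure, 37 °C | Measured by: Luciferase luminescence | Read-out basis: % enhancement relative to plate controls after blank subtraction | Benchmarks: Control and blank well means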
14-3-3 Bad PPI: inhibitors of 14-3-3 zeta/Bad binding, primary screen, biochemical, TR-FRET, bovine 14-3-3 zeta | inhibition, % at 21.7 µM | AID 781, 2007 | TR-FRET 14-3-3zeta/Dy647-pBad peptide displacement, 1 h | hit rate 0.71% among 220,000 | 14-3-3 protein zeta/delta (Bos taurus), P63103;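 active = inhibition above about 70%, limit read from the data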;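 note: 0% = full 14-3-3 plus peptide FRET controls and 100% = background without 14-3-3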
Target sequence (P63103 whole entry, looked up): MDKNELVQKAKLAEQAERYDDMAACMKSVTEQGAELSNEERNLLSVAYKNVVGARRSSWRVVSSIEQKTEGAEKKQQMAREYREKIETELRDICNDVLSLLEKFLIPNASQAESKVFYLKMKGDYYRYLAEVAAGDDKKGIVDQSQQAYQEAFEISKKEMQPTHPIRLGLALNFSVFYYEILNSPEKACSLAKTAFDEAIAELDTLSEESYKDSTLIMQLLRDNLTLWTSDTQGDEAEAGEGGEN
Numbers without * were called inactive; x = not tested or not shown; [ ] = remark or other dose. Compounds were not picked by outcome; any-hit rate near 3.2%.

entry	SMILES	Runt-CBFb FRET	Mdm2 ligase inh	zVAD death inh	TbHK1 inh	Hck Nef HTS	EBV gp42 block	14-3-3 Bad PPI	NCF1 inh	Runt-SMMHC FRET
1	O=C(NCc1cccnc1)c1ccc(Cl)cc1[N+](=O)[O-]	1	-11	-0.3	2	-2	1	-6	7	-2
2	COc1ccc(/C(C)=N/N=C(N)N)c(O)c1	1	-16	0.0	-10	-8	-13	0	5	-1
3	Cc1ccc2occ(/C=N/NC(=O)[C@@H](N)Cc3ccccc3)c(=O)c2c1	0	-5	0.3	-22	80*	-9	2	-4	1
4	Cc1ccc(CS(=O)(=O)CCC(=O)NCCCN2CCCC2)cc1	-2	-11	-0.1	2	1	-7	6	-5	4
5	CCOC(=O)c1ccc(NC(=O)c2cn(CCC#N)nc2-c2ccc3c(c2)OCCO3)cc1	-10	-15	-0.2	-8	3	-16	7	-12	-5
6	COC(=O)c1cccc(NC(=O)CN2CCC(NC(=O)c3cc(OC)c(OC)c(OC)c3)CC2)c1	x	5	0.2	0	0	-13	-7	-4	x
7	O=C(Cn1nc(C(F)(F)F)c2c1CCCC2)NC1CCCC1	-3	11	0.5	3	1	-18	7	1	0
8	CCCCCCn1c(CN2CCN(CCO)CC2)nc2c1c(=O)n(C)c(=O)n2C	0	-21	-0.5	-4	0	-11	-4[fluorescence artefact?]	-13	1
9	COc1ccc(NC(=O)c2cc(C)on2)cc1OC	1	-7	0.3	1	2	-13	-6	-14	-3
10	COC(=O)c1ccc(NC(=O)Cc2ccc(C)cc2)cc1	0	-16	0.1	-4	-2	2	2	-3	-2
11	O=C(CC1SC(=O)NC1=O)Oc1ccc(/C=N/NC(=O)c2ccccc2O)cc1 (stereo not given)	0	-22	-0.8	-51	10	-1	1	2	-1
12	CCn1c(SCC(=O)NCc2ccco2)nc2ccccc2c1=O	3	-11	0.1	-7	23	4	0	-9	4
13	CC1Cc2nc(SCC(=O)NCc3ccccc3)n(Cc3ccccc3)c(=O)c2S1 (stereo not given)	2	-10	-0.5	-15	-1	3	-4	-2	0
14	CCS(=O)(=O)c1ccc(O)c(NC(=O)COc2ccc(Cl)cc2)c1	0	-15	0.8	4	14	-11	-8	-1	0
15	CN1C(=O)OC(C)(CCc2ccccc2)C1(C)O (stereo not given)	-3	-20	2.3	-4	-2	-1	-1	-9	-13
16	COc1cc(NC(=O)c2ccccc2Cl)ccc1NC(=O)c1ccco1	-2	-32	6.0	-7	2	-8	-3	-3	5
17	COc1ccc(/C=C/C(=O)NCCCn2ccnc2)cc1	1	-9	0.8	30	1	3	-20	-5	2
18	CCn1c(SCC(=O)NCc2ccco2)nnc1C(C)C	2	-10	0.7	6	0	-17	-16	-8	3
19	COc1ccc(NC(=O)CN(C)C(C)C(=O)N2CCCCC2)cc1 (stereo not given)	0	-6	-0.5	-1	5	-3	66[fluorescence artefact?]	-1	-1
20	CCCOc1ccc(C(=O)c2ccccc2C(=O)O)cc1OCCC	-2	-9	-0.5	-7	-1	3	-4	-18	-3
21	Cc1ccc(NC(=O)c2nc[nH]c2C(=O)Nc2ccc(C)cc2)cc1	-1	-2	-0.1	-7	-1	-15	0	-4	-1
22	Cc1cc(C)n(-c2ccc(S(=O)(=O)N3CCOCC3)cc2[N+](=O)[O-])n1	3	0	-0.7	-13	4	1	-8	14	0
23	COC(=O)CCC(=O)Nc1ccc(Br)cc1	0	1	0.0	-2	1	3	6	-1	0
24	CC(C)(C)[C@H]1C=C(C(=O)N2CCOCC2)O[C@@H](OCCCCO)C1	-1	x	-0.3	0	16	0	-2	x	-78
25	O=C(Nc1ccccc1)c1ccc2nsnc2c1	-1	-13	0.1	-4	1	-2	11	-4	0

Reformatted: results already given
#16 COc1cc(NC(=O)c2ccccc2Cl)ccc1NC(=O)c1ccco1
  Runt-CBFb FRET: -2
  Mdm2 ligase inh: -32
  zVAD death inh: 6.0
  TbHK1 inh: -7
  Hck Nef HTS: 2
  EBV gp42 block: -8
  14-3-3 Bad PPI: -3
  NCF1 inh: -3
  Runt-SMMHC FRET: 5

#10 COC(=O)c1ccc(NC(=O)Cc2ccc(C)cc2)cc1
  Runt-CBFb FRET: 0
  Mdm2 ligase inh: -16
  zVAD death inh: 0.1
  TbHK1 inh: -4
  Hck Nef HTS: -2
  EBV gp42 block: 2
  14-3-3 Bad PPI: 2
  NCF1 inh: -3
  Runt-SMMHC FRET: -2

#21 Cc1ccc(NC(=O)c2nc[nH]c2C(=O)Nc2ccc(C)cc2)cc1
  Runt-CBFb FRET: -1
  Mdm2 ligase inh: -2
  zVAD death inh: -0.1
  TbHK1 inh: -7
  Hck Nef HTS: -1
  EBV gp42 block: -15
  14-3-3 Bad PPI: 0
  NCF1 inh: -4
  Runt-SMMHC FRET: -1

(more compounds)
entry	SMILES	Runt-CBFb FRET	Mdm2 ligase inh	zVAD death inh	TbHK1 inh	Hck Nef HTS	EBV gp42 block	14-3-3 Bad PPI	NCF1 inh	Runt-SMMHC FRET
26	CCOc1ccc(NC(c2ccccn2)c2oc(CO)cc(=O)c2O)cc1 (stereo not given)	2	-18	-0.4	-7	13	-17	-9	48*	8
27	O=C(CNS(=O)(=O)c1ccc2ccccc2c1)OCC(=O)c1ccc(Br)s1	2	x	0.6	15	9	-24	3[fluorescence artefact?]	-17	-3
28	Cc1cccc(N2CCN(C(=O)c3ccccc3NC(=O)C3CC=CCC3C(=O)O)CC2)c1 (stereo not given)	0	-10	0.3	-8	5	-10	-3[fluorescence artefact?]	1	0
29	Cc1ccc(C(=O)NC(C)(COc2nonc2C)COc2nonc2C)cc1	0	7	0.0	-2	-9	-8	-4	-10	-3
30	CCCCOCCCNC(=S)Nc1ccc(S(=O)(=O)N2CCOCC2)cc1	1	2	-0.4	-13	18	-12	-13	-3	1
31	CCn1c(=O)cc(SCC(=O)Nc2cccc(C)n2)c2ccccc21	-2	-10	0.5	-11	0	1	1	-1	-2
32	COc1cccc(Cn2cnc3c(N)c(C)c(C)cc32)c1	-3	-11	-0.6	0	26	11	-13	-1	1
33	O=C(NC1CCCC1)c1ccc(CS(=O)(=O)c2cccc(C(F)(F)F)c2)o1	-1	-4	0.3	5	2	-13	6	-9	2
34	COC(=O)C(C)Sc1ncnc2c1nnn2-c1ccc(F)cc1 (stereo not given)	1	-18	0.6	-6	1	-4	8	-8	3
35	CCOc1cc(C(=O)OCC(=O)Nc2ncc(Cl)c(C)c2Cl)ccc1OCC(=O)N1CCOCC1	22	-8	1.0	-8	3	-17	-9[fluorescence artefact?]	-9	-4
36	CC1Cc2nc(SCC(=O)NC3CCCCC3)n(C)c(=O)c2S1 (stereo not given)	3	-9	-1.0	-18	-9	0	5	-1	-4
37	COc1cccc2cc(C(=O)NCCC3=CCCCC3)c(=O)oc12	-7	-12	3.5	-4	20	-1	-17	-10	-8
38	CCCCNC(=O)c1onc(CSc2ccccc2)c1C(=O)O	2	-18	0.2	1	0	-23	10[fluorescence artefact?]	-1	3
39	Cc1ccc(/C=N/N2CCOCC2)s1	-1	5	1.7	-12	-2	-11	-7	-7	-6
40	Cc1ccc(N2C(=O)CC(Nc3ccccc3)C2=O)cc1 (stereo not given)	1	-24	-0.6	-5	2	3	-7	-3	1
41	CSc1nc(-c2ccccc2)c(C#N)c(=O)[nH]1	1	x	0.6	-9	20	-23	0	-15	2
42	Cc1ccc(S(=O)(=O)c2c(C)cc(C)nc2N2CCCCC2)cc1	0	-9	-0.1	1	8	-4	-6	-11	2
43	Cc1nn2c(CN(C(=O)CN3CCOCC3)c3ccccc3)nnc2c2ccccc12	0	-16	-0.3	4	1	0	3	4	2
44	COc1ccccc1OCC(O)Cn1nc(C)cc1C (stereo not given)	x	-6	0.2	-2	1	-9	-13	-16	x
45	O=C(CSc1ccsc1[N+](=O)[O-])N1CCN(c2ccc(Cl)cc2)CC1	1	-14	0.0	10	5	24	10	-8	-6
46	COc1ccc(CCn2c(C3CCCCC3)nc3c(c(=O)c4ccccc4n3C)c2=O)cc1OC	-1	-8	1.6	-12	7	-5	8	-9	1
47	O=C(NNC(=O)C1CC1c1ccccc1)c1cccc([N+](=O)[O-])c1 (stereo not given)	2	0	0.8	1	5	-3	-3	-17	0
48	CCOc1cc2[nH]c(=O)n(CCCCC(=O)N3CCCCCC3)c(=O)c2cc1OCC	-4	x	0.1	-6	1	3	17	-9	-4
49	O=C(CSc1ccc(-c2ccccn2)nn1)c1ccc(F)cc1	2	-2	2.7	-4	17	-8	-16	-2	30
50	CCOC(=O)CN1CC23C=CC(O2)C(C(=O)NCc2ccc(F)cc2)C3C1=O (stereo not given)	-1	-18	1.8	-4	-5	-3	3[fluorescence artefact?]	-10	0

The results go on.
entry	SMILES	Runt-CBFb FRET	Mdm2 ligase inh	zVAD death inh	TbHK1 inh	Hck Nef HTS	EBV gp42 block	14-3-3 Bad PPI	NCF1 inh	Runt-SMMHC FRET
51	CCCCC(=O)Nc1cc(N(C)C)nc2ccccc12	-3	16	0.0	-14	1	-1	12	-8	0
52	O=C(CNC1=NCCC1)c1ccc(Cl)cc1	-1	-8	3.2	4	-1	0	-3	-9	-6
53	COc1ccc(C2NC(=O)c3ccccc3O2)cc1OC (stereo not given)	0	-12	0.1	-6	6	-7	-3	-4	0
54	CC(C)Oc1ccc(Cn2c(=O)sc3ccccc32)cc1	-1	6	0.5	5	9	-13	-6	-13	4
55	Cc1cccc(OCc2nnc(SCC(=O)Nc3cccc(C(=O)N4CCOCC4)c3)o2)c1C	-6	2	0.6	-4	6	-28	-4	-5	10
